Screens deposited in PubChem BioAssay by Broad Institute.
PfHsp90 set2 – growth inhibition of PfHsp90-expressing yeast, primary screen, antimalarial PfHsp90 inhibitor project, S. cerevisiae, BacTiter-Glo luminescence, single point, set 2. inhibition, % at 9.4 µM. BacTiter-Glo ATP, 48 h; yeast lacking PDR1 and PDR3 efflux regulators. AID 504621, 2011. 0.32% of 310,000 active;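 active = every replicate shows inhibition above about 80%, whatever the replicate mean, limit read from the data; inconclusive = mean inhibition reaches the set limit but some replicate falls short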;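 also: 0% = DMSO neutral controls and 100% = 20 µM radicicol positive controls; yeast relying on Plasmodium falciparum Hsp90 in place of its own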
Rtt109 HAT inh – inhibitors of C. albicans Rtt109/Vps75 HAT, primary screen, biochemical, ThioGlo CoA-SH fluorescence, plate reader; inhibition, % at 34.9 µM; purified Rtt109/Vps75, 4 h; 0.16% of 330,000 active; AID 540336, 2011;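 active = inhibition of at least 50% in every replicate; inconclusive = best replicate reaches 50% inhibition but some replicates fall short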
Target sequence (Q5AAJ8 whole entry, looked up): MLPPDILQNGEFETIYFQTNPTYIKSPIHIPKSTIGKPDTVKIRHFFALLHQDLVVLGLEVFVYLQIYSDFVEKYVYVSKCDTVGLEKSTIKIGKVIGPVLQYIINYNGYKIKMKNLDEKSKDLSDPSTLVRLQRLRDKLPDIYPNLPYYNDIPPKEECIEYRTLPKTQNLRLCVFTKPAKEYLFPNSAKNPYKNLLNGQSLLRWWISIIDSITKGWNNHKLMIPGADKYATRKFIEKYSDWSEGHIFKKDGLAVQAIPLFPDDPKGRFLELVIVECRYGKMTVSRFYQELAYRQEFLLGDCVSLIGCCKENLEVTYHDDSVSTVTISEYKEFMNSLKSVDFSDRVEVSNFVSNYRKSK
MITF TRPM1 HTS – activators of MITF-driven TRPM1 promoter reporter, primary screen, cell-based, SK-MEL-5, luciferase, single point; SK-MEL-5 TRPM1-promoter luciferase, 24 h; % of positive control, neutral wells = 0; activation, % at 12.5 µM; 0.75% of 300,000 active;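 active = mean activation of at least 80% with every replicate also reaching 80%; inconclusive = mean reaches 80% but some replicate falls short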;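 also: 0% = neutral control wells and 100% = parthenolide positive control wells; values of inactives mirror those of a sister screen read the other way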
SR-BI uptake up – activators of SR-BI mediated DiI-HDL uptake, primary screen, ldlA[mSR-BI] CHO cells, DiI fluorescence; 3 h; 100 = double the neutral-control signal; activation, % at 12.5 µM; 0.096% of 320,000 active;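 active = mean replicate activation of at least 60% and every replicate at or above 60%; inconclusive = mean or all-replicate condition met, but not both; inactive = mean below 60% and not all replicates reaching 60%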;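 also: 0% = median plate neutral-control signal and 100% = twice that signal; values of inactives mirror those of a sister screen read the other way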
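Test system: SR-BI-overexpressing, LDLR-lacking CHO cells. Measured by: DiI fluorescence, bottom read. Medium: Ham's F12 with 0.5% BSA, HEPES 25 mM, pH 7.4. Timing: 3 h uptake period with compound, 37 °C.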
CAL PDZ FP-1 – CAL PDZ peptide-binding inhibitors, primary screen, biochemical, fluorescence polarization, Cer-tagged CAL PDZ, HTS; Golgi-associated PDZ and coiled-coil motif-containing protein (Homo sapiens), Q9HD26; purified CAL PDZ, TMR-peptide fluorescence polarization, 1 h; inhibition, % at 20 µM; 0.02% of 330,000 active; AID 504414, 2011;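 active = highest replicate inhibition of at least 40%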;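 also: plate controls were DMSO neutral control wells for no effect and unlabeled competitor peptide control wells for full effect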
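System: tagged CAL PDZ domain. Schedule: 1 h room-temperature incubation prior to read. Signal: fluorescence polarization (mP). Measure: percent inhibition from loss of millipolarization.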
PvdQ acylase – P. aeruginosa PvdQ acylase inhibitors, primary screen, biochemical, fluorescence, plate reader and imaging, single point | PvdQ acylase [Pseudomonas aeruginosa LESB58] | purified PvdQ acylase | inhibition, % at 10 µM | 0.063% of 340,000 active; in the data active = inhibition above about 30%, passing the limit was not always enough; inconclusive = no clear call, values can overlap the other calls;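 also: 0% = vehicle neutral wells and 100% = reference inhibitor wells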
SR-BI HDL uptake – inhibitors of SR-BI mediated HDL lipid uptake, primary screen, ldlA[mSR-BI] cells, fluorescence, single point | Scavenger receptor class B member 1 (Mus musculus), Q61009 | ldlA[mSR-BI] CHO cells, DiI-HDL uptake fluorescence, 3 h | inhibition, % at 12.5 µM | 0.96% of 320,000 active;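 active = mean replicate inhibition of at least 70% and a set share of replicates each scoring 70 or more; inconclusive = meets just one of the two criteria; inactive = fails both criteria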;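 also: 0% = median of neutral control wells and 100% = median of positive control wells; values of inactives mirror those of a sister screen read the other way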
dFosB activator – activators of delta FosB homodimer, primary screen, biochemical, fluorescence polarization, TAMRA-CDK5 oligo, single point | Protein FosB (Mus musculus), P13346 | purified delta FosB; percent of positive-control signal above neutral wells | activation, % at 25 µM | 0.99% of 340,000 active | AID 493131, 2011;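 active = mean activation above about 17%, with every replicate also reaching it, limit read from the data, passing the limit was not always enough; inconclusive = only one of the two conditions met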;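 also: fluorescence polarization rise as delta FosB binds a TAMRA Cdk5 AP-1 oligo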
Target sequence (P13346 whole entry, looked up): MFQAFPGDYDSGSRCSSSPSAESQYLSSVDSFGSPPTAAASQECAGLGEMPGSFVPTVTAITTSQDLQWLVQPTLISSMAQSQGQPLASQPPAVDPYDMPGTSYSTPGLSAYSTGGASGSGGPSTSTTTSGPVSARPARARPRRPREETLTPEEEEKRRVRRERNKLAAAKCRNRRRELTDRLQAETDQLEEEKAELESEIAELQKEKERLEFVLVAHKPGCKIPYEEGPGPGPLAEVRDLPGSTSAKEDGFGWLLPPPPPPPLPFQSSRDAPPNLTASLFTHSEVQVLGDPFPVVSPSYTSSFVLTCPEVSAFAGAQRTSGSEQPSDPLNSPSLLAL
CAL PDZ FP-2 – untagged CAL PDZ binding inhibitors, primary screen, biochemical, fluorescence polarization, HTS. AID 602252, 2012. purified CAL PDZ, TMR-peptide fluorescence polarization, 1 h. Golgi-associated PDZ and coiled-coil motif-containing protein (Homo sapiens), Q9HD26. inhibition, % at 24.9 µM. 0.92% of 300,000 active;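 active = mean inhibition of at least 30% with at least half of replicates also reaching 30%; inconclusive = no clear call, values can overlap the other calls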;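 also: 0% = DMSO neutral control and 100% = excess unlabeled competitor peptide PRC23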
NSD2 inh – NSD2 histone methyltransferase inhibitors, primary screen, biochemical, AlphaScreen, single concentration, set 2; Histone-lysine N-methyltransferase NSD2 (Homo sapiens), O96028; NSD2 peptide methylation, 120 min; inhibition, % at 12.5 µM; 0.54% of 310,000 active; AID 743445, 2014; in the data active = inhibition above about 50%
Active calls of the source: *; ? = inconclusive; . = not tested or not shown. Compounds as they come; overall some 4.3% were active at least once.

SMILES	PfHsp90 set2	Rtt109 HAT inh	MITF TRPM1 HTS	SR-BI uptake up	CAL PDZ FP-1	PvdQ acylase	SR-BI HDL uptake	dFosB activator	CAL PDZ FP-2	NSD2 inh
O=C(NCCC(=O)N1CCN(S(=O)(=O)c2ccc(F)cc2)CC1)Nc1ccccc1	.	-4	4	28	-0.6	-4	-28	-7	-3	6
CC(C)(C)NC(=O)C(c1ccccc1)N(C(=O)CNC(=O)c1cccs1)c1cccnc1 (stereo unspecified)	10	-6	11	.	-0.2	-7	.	-6	-4	-4
COc1ccccc1-c1cc(C(F)(F)F)n2ncc(C(=O)N3CCc4ccccc4C3)c2n1	-1	-10	-5	-25	-4.8	-14	25	-14	-8	-7
Cc1ccc2c(CC(=O)NC3=NCCS3)coc2c1	-7	-3	13	-17	.	4	17	0	-2	2
CCCCn1c(=N)n(CCOc2ccc(C)cc2)c2ccccc21	0	23	-65	45	-3.3	-6	-45	-1	0	7
CCC(NS(=O)(=O)c1cnn(CC)c1)c1ccccc1 (stereo unspecified)	8	-5	3	14	-0.9	-16	-14	2	8	-6
O=C(CNC(=O)C12CC3CC(CC(C3)C1)C2)NCc1ccccc1	.	5	-15	4	-3.3	0	-4	-4	-3	-1
Cc1ccnc2c1ccc1ccccc12	-9	15	11	1	-0.3	-1	-1	-14	-4	-5
O=C1/C(=C\c2cc(Br)cc(Br)c2O)SC(=S)N1Cc1ccccc1	26	7	5	-23	-0.2	-7	23	-11	-7	8
COc1ccccc1CNc1ccc2nnc(CCNC(=O)c3ccccc3)n2n1	11	0	0	7	-1.9	-11	-7	-5	54*	1
Nc1nnc(SCCCC(=O)c2ccccc2)s1	-3	5	11	14	-2.3	12	-14	-4	-2	7
COC(=O)C1CC(=O)N(c2ccc(C)cc2)C1 (stereo unspecified)	.	-9	2	10	-0.9	-7	-10	0	-3	1
CCc1cccc(C)c1NC(=O)c1ccccc1	13	.	3	20	-0.6	-5	-20	-2	4	-2
Cc1ccc(-c2nnc(NC(=O)c3c(F)cccc3Cl)s2)cc1	-13	5	.	14	-1.2	19	-14	-4	.	.
COc1ccccc1-n1c(SCC(=O)NC(C)(C)C)nc(O)cc1=O	-2	2	-3	7	-0.3	-8	-7	-12	9	-1
O=C(O)CCNC(=O)COc1ccc2c3c(c(=O)oc2c1)CCCC3	-11	-2	3	0	0.1	-15	0	-10	-2	-2
Cc1cccc(OCC(=O)Nc2ccccc2N2CCN(C(=O)C(C)C)CC2)c1C	.	-12	.	10	.	-2	-10	-4	4	-4
CCCCc1nc2sc3c(SCCN(C)C)ncnc3c2c2c1CCC2	-9	9	.	26	-2.3	-5	-26	-13	-2	6
O=C(CSC1CN(C(c2ccccc2)c2ccccc2)C1)N/N=C/c1ccccc1	14	-2	0	-20	0.8	19	20	-8	-4	0
CS(=O)(=O)c1ccc(Cl)c(NC(=O)COC(=O)COc2ccc3c(c2)CCC3)c1	.	7	-7	36	-2.6	1	-36	-6	-2	0
NC(=O)c1ccc([N+](=O)[O-])cc1SCc1ccccc1	-21	3	13	-48	-0.1	-13	48	-9	-5	-5
CCN(Cc1ccccc1)S(=O)(=O)c1ccc(F)cc1	-6	10	.	-4	-2.6	5	4	-5	-2	-5
Cc1nnc2nc(-c3ccccc3)nc(-c3ccccc3)n12	-22	-1	-7	-7	-0.1	3	7	-41	-5	-1
O=C(NC1CCCC1)C(c1ccc(F)cc1)N(Cc1ccc(Cl)cc1)C(=O)CCl (stereo unspecified)	-33	-2	-30	23	-2.2	-9	-23	-2	0	1
CN(Cc1ccc(OC(F)F)cc1)C(=O)C1CCN(S(=O)(=O)c2ccc3c(c2)OCCO3)CC1	-10	6	-19	11	-1.3	-12	-11	-20	.	-2
O=C(COC(=O)c1ccc2c(c1)OCO2)Nc1ccccc1OC(F)F	5	-14	2	10	0.9	-7	-10	2	3	0
CCOc1ccccc1NC(=O)CSc1ccc([N+](=O)[O-])cc1	65	1	-6	-29	-0.2	7	29	3	.	-2
COc1ccc(Cc2nnc(NC(=O)C3CC(=O)N(c4ccccc4)C3)s2)cc1OC (stereo unspecified)	4	13	-9	16	-0.9	-1	-16	1	.	8
CN(CC(=O)Nc1ccc(Cl)c(C(F)(F)F)c1)C(=O)C1CC(=O)N(CCc2ccccc2)C1 (stereo unspecified)	.	1	13	1	-1.3	-10	-1	-17	2	-3
Cc1ccc(NC(=O)c2cc(CC(C)C)nc3ccccc23)cc1	25	-4	-26	-53	.	-13	53	-16	0	-2
Cc1ccc(NC(=O)c2ccc3c(c2)[nH]c(=O)n3C(C)C)cc1	18	-2	15	-21	.	-9	21	-4	4	-16
Cc1cc(OC(C)C(=O)NC2CC(C)(C)NC(C)(C)C2)c2c(C)cc(=O)oc2c1 (stereo unspecified)	-2	7	2	-2	-2.7	-7	2	-14	-2	2
COc1cccc(NC(=O)c2ccn(C)n2)c1	4	.	.	-9	-2.3	-7	9	-1	5	-15
NC(=O)c1ccc(NC(=O)COC(=O)CCC2CCCCC2)cc1	14	4	1	17	-0.8	-1	-17	-4	.	14
COC(=O)Cn1cc(C(=O)OC)c2ccccc21	6	-1	-6	15	-0.8	-5	-15	5	-3	2
CCOC(=O)/C=C/c1ccccc1S(=O)(=O)NC(C)(C)C	6	18	8	-32	-0.6	6	32	-3	-1	.
O=C1CCCN1CCCNc1ccc(S(=O)(=O)N2CCCCC2)cn1	31	-7	.	-22	0.2	4	22	-1	-2	0
Cc1ccc(OCc2cc(C(=O)NC(C)Cc3cccnc3)no2)cc1C (stereo unspecified)	-103	4	63	0	-1.2	-10	0	-9	-1	1
CN(Cc1ccc(F)cc1Cl)S(=O)(=O)c1cccs1	-4	3	3	.	-2.5	-10	.	-2	-2	-8
CC(=O)c1ccc(Cc2cnc(N)s2)cc1	-14	10	6	7	0.2	-2	-7	0	-4	37
O=C(NCc1cccc(CNC(=O)c2ccco2)c1)c1ccco1	-23	-4	-9	-20	-1.5	19	20	2	1	-1
CCc1cc(C(=O)N/N=C/c2ccc(O)cc2)c2ccccc2n1	-14	11	-8	-6	0.3	8	6	-6	-4	-1
COc1ccc(S(=O)(=O)N2CCC(NC(=O)N3CCOCC3)CC2)cc1	-19	-12	-11	9	-0.1	-9	-9	-3	.	-2
CC(C(=O)Nc1ccc(N2CCOCC2)cc1)N1C(=O)c2ccccc2C1=O (stereo unspecified)	13	-7	3	8	-2.4	2	-8	0	-1	0
Clc1ccc(C=Cc2ccccn2)c(Cl)c1	.	-1	28	-13	-1.1	-6	13	-13	.	-1
N#Cc1sc2nc(-c3ccccc3)cc(-c3ccco3)c2c1N	26	-5	-1	-56	-1.5	-14	56	-19	-1	.
CCOc1ccc(C2C3=C(CCCC3=O)Nc3nc(C(F)(F)F)nn32)cc1OC (stereo unspecified)	1	9	10	-16	0.2	-4	16	-4	5	-2
COc1ccc(-c2cn(-c3ccccc3)nc2C(=O)O)cc1OC	6	4	-9	14	-0.7	-9	-14	4	-2	0
COc1ccc(CC(=O)Nc2cc(Cl)ccc2N2CCCC2)cc1	0	7	-10	.	-2.9	-14	.	-10	-5	2
COc1ccc(/C=C(/NC(=O)c2cccc([N+](=O)[O-])c2)C(=O)O)cc1	7	-1	-1	15	-2.6	-9	-15	6	-2	-3
COc1ccc(C2CC(C(F)(F)F)n3ncc(C(=O)NCc4cccnc4)c3N2)cc1OC (stereo unspecified)	.	6	.	-22	.	6	22	-2	-5	.
CC(O)c1nc2ccccc2n1CC(=O)Nc1ccc2c(c1)OCCO2 (stereo unspecified)	.	4	5	21	-3.3	-13	-21	-11	-6	0
CCCN1CCN(C(=O)C2CCN(S(=O)(=O)c3ccc4c(c3)NC(=O)C(C)S4)CC2)CC1 (stereo unspecified)	-24	2	0	7	-1.4	-9	-7	-9	-7	5
Cc1n(C)c2cc(Cl)ccc2[n+]1Cc1ccccc1	9	13	-9	10	-0.9	10	-10	-1	4	5
COc1ccc(CCn2c(O)cc3nn(-c4nc5ccccc5s4)c(=O)c-3c2C)cc1	42	4	.	.	0.9	-7	.	-17	1	3
COc1cc(/C=N/NC(=O)c2ccncc2)ccc1OCC(=O)Nc1cccc([N+](=O)[O-])c1	12	3	71	-19	1.8	3	19	?	-2	2
CC(=O)Nc1cccc(NC(=O)Nc2cccc3ccccc23)c1	-2	5	-2	-11	0.3	9	11	21*	-1	1
CN(CC(=O)N1CCN(c2ccccn2)CC1)S(=O)(=O)c1cccc2nsnc12	-2	-2	19	3	-0.2	-8	-3	-3	0	0
CCOC(=O)N1CCC(Nc2c(N3CCN(c4cc(Cl)ccc4C)CC3)c(=O)c2=O)CC1	1	14	.	-61	-1.1	-5	61	-12	.	.
COc1ccc(C(=O)Nc2c(O)ccc3ccccc23)cc1	12	8	.	?	1.5	-10	-237	-5	-2	31
O=C(O)CCCn1c(=O)[nH]c2ccccc2c1=O	.	4	.	18	-1.0	-13	-18	1	-4	7
O=C(CSc1nnc(-c2ccccc2)o1)NC1CCS(=O)(=O)C1 (stereo unspecified)	3	-5	-5	34	1.9	-4	-34	7	1	-2

3 entries picked at random from those above, as already listed:
SMILES	PfHsp90 set2	Rtt109 HAT inh	MITF TRPM1 HTS	SR-BI uptake up	CAL PDZ FP-1	PvdQ acylase	SR-BI HDL uptake	dFosB activator	CAL PDZ FP-2	NSD2 inh
N#Cc1sc2nc(-c3ccccc3)cc(-c3ccco3)c2c1N	26	-5	-1	-56	-1.5	-14	56	-19	-1	.
O=C(O)CCCn1c(=O)[nH]c2ccccc2c1=O	.	4	.	18	-1.0	-13	-18	1	-4	7
CC(=O)Nc1cccc(NC(=O)Nc2cccc3ccccc23)c1	-2	5	-2	-11	0.3	9	11	21*	-1	1
